Glyco luc inh: increase of ERlucT glycosylation luciferase signal, primary screen, N-linked glycosylation inhibitor project, D54 ERlucT cells, luminescence, set 2; D54 ERlucT glycosylation luciferase reporter, 24 h; percent of 100 nM tunicamycin response; reporter increase, % at 12.5 µM; hit rate 0.23% among 360,000; AID 588692, 2011;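 active means mean luciferase reporter signal, scaled so untreated is 0 and the glycosylation-blocking control 100, at or above a set limit in every replicate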;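 further: luciferase carries N-glycosylation sites so blocking glycosylation raises the light; 0% = median of neutral control wells and 100% = median of 100 nM tunicamycin wells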
MC4R antagonist: MC4R antagonists of cAMP signaling, primary screen, cell-based, TR-FRET, antagonist arm of biased-ligand search; AID 540295, 2011; inhibition, % at 6.5 µM; hit rate 0.48% among 360,000; MC4R-expressing cells, MTII-stimulated cAMP, LANCE TR-FRET;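 active means inhibition above its plate's cutoff, the mean of tested wells on that plate plus 3 SD, cut at about 29% in these data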;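 further: 0% = Melanotan II alone and 100% = Melanotan II plus saturating MCL0020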
Target sequence (P32245 whole entry, looked up): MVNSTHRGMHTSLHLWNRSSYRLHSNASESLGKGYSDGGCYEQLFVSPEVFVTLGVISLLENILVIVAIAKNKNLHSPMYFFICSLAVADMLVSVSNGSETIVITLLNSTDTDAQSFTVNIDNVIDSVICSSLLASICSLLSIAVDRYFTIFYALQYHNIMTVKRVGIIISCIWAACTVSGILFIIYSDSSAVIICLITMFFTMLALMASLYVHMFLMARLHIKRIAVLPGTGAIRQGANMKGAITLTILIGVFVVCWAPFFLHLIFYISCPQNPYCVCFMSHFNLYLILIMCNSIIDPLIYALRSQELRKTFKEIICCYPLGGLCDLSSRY
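Material – human MC4R-expressing U2OS cells · Repeats – no replicates · Detection – TR-FRET with Eu-cAMP and labeled anti-cAMP, 671 nm · Times – compound 30 min, challenge 1 h, detection 1 h · Compound – single nominal compound dose of 6.5 µM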
MC4R barr agon: MC4R agonists recruiting beta-arrestin, primary screen, cell-based, luminescence, agonist arm of biased-ligand search | hit rate 0.98% among 360,000 | U2OS MC4R beta-arrestin complementation; percent of melanotan II response, DMSO zero | Melanocortin receptor 4 (Homo sapiens), P32245 | activation, % at 8.9 µM;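 active means activation above a per-plate cutoff, the mean activation of sample wells on that plate plus 3 SD, cut at about 8% in these data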
Cardio protect: cardioprotection against H2O2-induced cell death, primary screen, uHTS, H9c2 cells, ATPLite luminescence; H9c2 cardiomyocytes, H2O2 injury protection, 2 h; protection from H2O2 cell death, % at 20 µM; hit rate 0.63% among 360,000;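 active means compounds giving at least 50% protection of heart cells from peroxide-induced death in the single-dose screen, raw or plate-pattern-corrected value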;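 further: 0% = DMSO wells with peroxide and 100% = DMSO wells without peroxide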
ABHD5 PLIN5 PPI: ABHD5-PLIN5 interaction inhibitors, primary screen, cell lysate, split luciferase complementation, luminescence | Perilipin-5 (Homo sapiens) + 1-acylglycerol-3-phosphate O-acyltransferase ABHD5 (Homo … | Split G. princeps luciferase complementation, 4 h | inhibition, % at 4 µM | hit rate 0.78% among 360,000;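 active means inhibition above the mean inhibition across every tested compound plus 3 SD, cut at about 22% in these data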;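 further: 0% = DMSO only wells and the 100% control is not disclosed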
ABCB6 inh 2: ABCB6 transporter inhibitors, primary screen, K562-ABCB6 cells, flow cytometry, MLPCN library. ATP-binding cassette sub-family B member 6 (Homo sapiens), Q9NP58. fluorescence ratio to DMSO, % at 10 µM. K562-ABCB6 porphyrin accumulation, 1 h; active compounds read low. AID 602162, 2011. hit rate 0.19% among 360,000;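 active means fluorescence ratio to DMSO below 75%, the collection mean minus 3 SD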;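 further: signal is porphyrin accumulated inside mitochondria; 100% equals median channel fluorescence of DMSO control wells; lower ratio means ABCB6 inhibition with less porphyrin fluorescence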
iPSC survival up: enhancers of single-cell hiPSC survival, primary screen, ATPlite luminescence; 100% = ROCK inhibitor wells, 0% = DMSO; survival enhancement, % at 20 µM; hit rate 0.044% among 360,000; AID 602274, 2012; in the data active means survival enhancement above about 18%;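 further: cells exposed to compounds for 16 hours before the ATP read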
HTR2A ag: mouse Htr2a agonists via beta-arrestin recruitment, primary screen, cell-based, luminescence; activation, % at 7.6 µM; hit rate 0.66% among 360,000; CHO-K1 mHTR2A beta-arrestin complementation; percent of 30 µM serotonin response; 5-hydroxytryptamine receptor 2A (Mus musculus), P35363;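 active means activation above a run cutoff, the mean activation of all tested compounds plus 3 SD, cut at about 14% in these data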;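 further: 0% = plate median of compound wells and 100% = 30 µM serotonin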
Target sequence (P35363 whole entry, looked up): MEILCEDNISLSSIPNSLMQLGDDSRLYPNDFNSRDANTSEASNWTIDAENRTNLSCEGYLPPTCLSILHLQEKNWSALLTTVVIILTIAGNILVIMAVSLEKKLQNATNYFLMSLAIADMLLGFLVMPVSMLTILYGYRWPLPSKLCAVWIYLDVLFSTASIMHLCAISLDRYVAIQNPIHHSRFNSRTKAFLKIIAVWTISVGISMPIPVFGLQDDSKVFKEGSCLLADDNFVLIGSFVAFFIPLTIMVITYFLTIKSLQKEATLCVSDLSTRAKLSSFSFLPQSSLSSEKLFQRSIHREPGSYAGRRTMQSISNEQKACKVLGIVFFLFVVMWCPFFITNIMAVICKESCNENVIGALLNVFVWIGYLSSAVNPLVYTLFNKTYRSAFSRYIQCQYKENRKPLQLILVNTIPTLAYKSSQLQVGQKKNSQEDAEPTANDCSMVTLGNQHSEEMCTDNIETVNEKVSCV
aDG glyco up: activators of alpha-DG glycosylation, primary screen, uHTS, Pro5-aDG cells, AlphaScreen. alpha-DG glycosylation AlphaScreen (IIH6); 0% Pro5, 100% B10-LARGE cell signal. activation, % at 10 µM. hit rate 0.22% among 360,000. AID 624168, 2012;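 active means activation of at least 8% versus controls, or a plate z-score of at least 8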;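 further: Pro5 are CHO cells carrying HIG-tagged alpha-DG that lacks glycosylation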
Exocytosis inh: LAMP-1 surface exposure blockers, TALL-104 cells – cell-based, flow cytometry, MLPCN library, primary screen | TALL-104 LAMP-1 surface exposure; cells stimulated with thapsigargin and PMA | inhibition, % at 10 µM | hit rate 0.66% among 360,000 | AID 651702, 2012;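 active means inhibition above about 55%, limit read from the data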
Numbers without * were called inactive; x = no result given.

Fields – Glyco luc inh	MC4R antagonist	MC4R barr agon	Cardio protect	ABHD5 PLIN5 PPI	ABCB6 inh 2	iPSC survival up	HTR2A ag	aDG glyco up	Exocytosis inh
> Nc1nonc1-n1nnc(C(=O)N/N=C/c2c[nH]c3ccccc23)c1-c1ccccc1
    2	0	-2.9	18	4	103	-0.2	-4	-0.1	3
> O=C(Nc1ccccc1)C1CC(=O)n2ncnc2N1 (stereo not drawn)
    0	1	-2.9	0	10	104	-0.6	-2	0.0	-4
> COc1cccc(NC(=O)COC(=O)c2cc(S(=O)(=O)N3CCOCC3)ccc2C)c1
    2	8	-4.1	15	0	93	-1.1	1	-0.2	1
> O=C(c1cccc(C(=O)N2CCN(c3ncccn3)CC2)c1)N1CCN(c2ncccn2)CC1
    0	-1	-1.4	6	2	101	5.6	1	0.0	-4
> O=C(O)COc1ccccc1C1C2C(=O)N(c3ccc(F)cc3)C(=O)C2ON1c1ccccc1 (stereo not drawn)
    -2	3	1.3	11	0	92	0.3	0	0.1	-5
> CC12CCC(C(=O)NCc3ccccc3Cl)(C(Br)C1=O)C2(C)C (stereo not drawn)
    1	7	-2.1	1	4	100	-0.4	7	0.2	-3
> O=S1(=O)N=C(N(CCO)/N=C/c2ccccc2F)c2ccccc21
    4	23	0.5	7	-1	107	-0.5	-3	0.1	-10
> CC(C)n1c(=NC(=O)c2ccco2)c(C#N)cc2c(=O)n3ccccc3cc21
    0	8	-1.0	15	27*	114	0.9	2	0.3	1
> O=C(NC12CC3CC(CC(C3)C1)C2)N1CCC(O)(c2ccc3c(c2)OCO3)CC1
    -1	11	1.0	-7	8	97	-3.0	0	-0.2	3
> Cc1cc(NC(=O)c2noc3c2CCCCC3)nn1Cc1ccc(Cl)cc1
    2	2	12*	-8	3	100	-2.8	0	0.3	4
> Cc1cc(-c2nnc(CCC(=O)N(CC3CCC3)CC3CCCO3)o2)no1 (stereo not drawn)
    2	3	-1.6	-3	0	106	7.9	-2	0.0	3
> O=C(NCC(=O)N1CCCC1)c1cccs1
    1	2	-0.5	-2	3	97	-0.5	5	-0.1	0
> C=CCOc1c(Cl)cc(/C=N/O)cc1OC
    -1	-3	-0.7	8	-4	89	-1.2	-2	-0.2	3
> Cc1cc(C)n(-c2nc(C(F)(F)F)nc3ccccc23)n1
    1	-8	6.0	1	11	100	-0.1	0	0.1	8
> COc1ccc(C(=O)NNC(=O)C(NC(=O)c2ccccc2NC(=O)c2ccco2)C(C)C)cc1 (stereo not drawn)
    3	8	-1.9	-5	-2	114	-1.4	0	-0.2	-12
> COc1cccc(-c2cnc3c(NC=O)cc(-c4ccc(N5CCN(C)CC5)cc4)cn23)c1
    -4	-6	-0.1	-11	6	114	-3.8	-6	-0.2	25
> O=c1cc(COc2ncnc3ccccc23)nc2sccn12
    0	6	0.3	13	0	101	-0.1	4	-0.2	-5
> O=C(N1CCCCC1)N1CCCN(C(=O)N2CCCCC2)CC1
    1	6	-2.3	10	-3	102	4.0	-3	-0.1	4
> Cn1ccnc1C(O)c1ccccc1 (stereo not drawn)
    0	0	-1.0	3	-1	101	-1.6	-2	-0.2	4
> COc1ccccc1/C=C/C1NC(=O)NC(C)=C1C(=O)OC(C)C (stereo not drawn)
    2	11	-2.5	0	2	102	0.7	3	0.0	-2
> Cc1ccc(S(=O)(=O)CCC(=O)OCCOc2cccc(Br)c2)cc1
    1	6	0.0	-3	0	90	0.0	-9	0.1	4
> Cc1ccc(CNCCNCCO)s1
    1	1	1.2	10	1	98	0.0	-4	0.0	-1
> Cc1cc(C)c(C#N)c(SCc2nc3ccccc3c(=O)[nH]2)n1
    -9	-12	2.2	-12	4	95	-6.3	0	0.3	2
> O=[N+]([O-])c1cc(Oc2cccnc2)cc([N+](=O)[O-])c1
    3	15	-1.3	-1	-4	101	-0.2	3	0.9	-1
> O=C(NCCc1ccc(Cl)cc1)C12CC3CC(CC(O)(C3)C1)C2
    0	3	-1.8	1	-3	100	-0.3	-2	0.0	21
> O=S(=O)(Nc1cc2nc3ccccc3nc2n1Cc1ccccc1)c1ccc(Cl)cc1
    1	-9	15*	-12	15	141	-1.2	-1	1.9	66*
> Nc1nc(-c2ccc(C(=O)O)cc2)cs1
    4	3	-0.7	0	1	102	1.6	-2	-0.2	-1
> Cn1ncc(C(N)=O)c1NC(=S)NC(=O)c1ccc(Br)o1
    1	-1	-2.9	11	-3	95	3.6	1	-0.1	0
> O=C(c1ccc2c(c1)OCO2)N(CC1CCCO1)C1(C(=O)NC2CCCCC2)CCCCC1 (stereo not drawn)
    -2	4	-0.9	4	0	95	-2.7	1	0.0	0
> COc1ccc(/C=N/Nc2nc(Nc3ccccc3)nc(N3CCCC3)n2)cc1[N+](=O)[O-]
    -8	32*	2.9	1	-3	96	6.5	-8	-0.8	8
> CCCCn1c(N(CCOC(C)=O)C(C)=O)nc2ccccc21
    0	-3	-1.6	-2	-5	83	-0.9	2	0.2	0
> O=C(NN1C(=O)/C(=C/c2ccc(O)c(O)c2)SC1=S)c1ccccc1
    -2	5	-3.9	65*	6	287	-0.4	-2	-0.1	10
> COC(=O)c1cccc(COC(=O)c2ccc(CS(=O)(=O)c3ccc(C)cc3)cc2)c1
    3	5	-0.2	-7	0	98	-2.0	-1	-0.7	1
> CCCCC(=O)Nc1nn(CCC)c2nc3ccccc3cc12
    -1	3	-0.8	-4	-3	102	-0.7	-1	0.3	-2
> COc1ccc(N2C(=O)C3CCCN3C2c2ccc(C)o2)cc1 (stereo not drawn)
    -1	5	-1.6	-2	4	104	-0.1	-1	0.0	-2
> COCc1nc(-c2ccc(-c3ccc(C)cc3)nc2OC)no1
    -1	-7	-0.9	-2	-6	88	2.2	-4	0.1	2
> CSCCC(NC(=O)c1ccco1)C(=O)OCC(=O)Nc1ncc(Cl)c(C)c1Cl (stereo not drawn)
    3	5	-1.6	2	1	96	5.3	8	-0.2	-1
> COc1cccc(NC(=S)NC(=O)/C=C/c2ccco2)c1
    6	16	1.0	1	8	106	-0.6	0	0.0	-1
> C=CCNc1nc(-c2cccc(OC)c2O)nc2ccccc12
    5	-10	9.4*	-10	-3	95	0.0	42*	-0.4	-3
> Cc1ccc(S(=O)(=O)N2[C@@H](c3ccc(C#N)cc3)C(C(=O)O)=C[C@H]2C(C)(C)C)cc1
    -1	0	-0.7	4	2	95	1.4	9	-0.1	2
> COC(=O)c1ccc2ccn(CC(=O)NC(C)C)c2c1
    3	9	-1.6	-2	2	102	-2.0	1	-0.1	3
> O=C(CN1CCN(S(=O)(=O)c2ccc(Cl)cc2)CC1)Nc1ccc(N2CCOCC2)cc1
    -1	15	1.1	-1	6	100	1.9	-2	-0.3	4
> COc1ccc(CNC(=O)CC2C[C@H](C(=O)N3CCOCC3)[C@@]3(C)c4[nH]c5ccccc5c4CCN3C2=O)cc1OC (stereo partly drawn)
    1	-5	-1.7	5	6	98	-2.1	-3	0.1	-4
> COc1ccc2c(c1)-c1c(sn(-c3ccc(OC)c(OC)c3)c1=S)C(C)(C)N2
    -7	8	-1.6	6	-8	97	-1.4	-5	-1.0	66*
> CCOC(=O)c1c(C)n(C)c2cc(-c3ccc(F)cc3)c(O)cc12
    2	12	0.8	6	-1	96	2.5	-4	0.2	2
> CCCCNC(=O)c1ccc2nc(-c3ccco3)c(-c3ccco3)nc2c1
    1	1	-1.6	42	14	100	1.3	0	0.1	0
> CCOc1ccc(NC(=O)CN(C)C(=O)C2CC(=O)N(Cc3ccco3)C2)cc1OCC (stereo not drawn)
    1	-2	2.1	8	23*	97	-0.6	8	0.2	-2
> COc1cccc(Nc2nc(NCCO)nc(N3CCCC3)n2)c1
    6	-1	-2.3	0	-4	94	0.7	13	0.0	-5
> COc1ccc(NC(=S)N2CCN(C/C=C/c3ccccc3)CC2)c(OC)c1
    3	20	2.0	-5	3	101	-2.1	-3	0.1	-3
> Cc1ccc2c(COC(=O)c3ccccc3Br)cc(=O)oc2c1
    -8	-5	9.7*	-5	-6	167	0.1	7	-0.1	20
> COC(=O)CNc1nc(Cl)nc(N2CCC(C)CC2)n1
    3	0	0.5	-8	-1	98	-0.2	2	0.0	8
> C#CCNC(=O)C1=C[C@H](c2ccccc2)C[C@H](OCCCCO)O1
    0	-4	-1.0	1	1	112	-0.2	10	0.3	-10
> Fc1ccc(-c2[nH]ncc2CN2CCN(c3ccc(F)cc3)CC2)cc1
    -2	-7	1.1	-7	-7	99	-0.7	-6	0.4	4
> COc1cc(=O)n(C)c2c(OCC(O)C(C)(C)O)cccc12 (stereo not drawn)
    1	-2	0.5	-4	-5	98	3.3	-5	2.8	-2
> Cc1ccc(SCC(=O)Nc2nnc(C(C)(C)C)s2)cc1
    4	1	0.1	-2	3	97	-0.4	4	0.1	-19
> COc1ccc(N(Cc2ccccc2)S(=O)(=O)c2cc(C(=O)O)ccc2Cl)cc1
    1	3	1.3	3	1	97	-0.3	7	-0.1	0
> CC(=O)Nc1ccc(N(C)C)cc1[N+](=O)[O-]
    1	-6	0.0	0	11	96	-2.9	4	0.3	4
> Cc1cccc(C)c1NC(=O)COC(=O)c1cc(S(=O)(=O)Nc2ccc(Cl)cc2)ccc1O
    3	8	1.3	4	2	100	1.0	-5	-0.1	0
> Cc1ccc(NC(=O)CSc2ccc(-c3cccnc3)nn2)c(C)c1
    1	7	0.8	3	17	101	0.0	5	0.2	17
> O=C(Cn1ccc([N+](=O)[O-])n1)N1CCCCC1
    2	-2	4.2	-1	-2	96	-0.9	2	0.1	0
> Cc1nc2ncnn2c(N2CCCC(C(=O)Nc3ccccc3Br)C2)c1C (stereo not drawn)
    -1	-1	-3.0	-4	1	91	0.0	7	1.1	0
> COCCCNC(=O)C[C@@H]1C[C@@]2(C(=O)OC)CC(C)(C)CC=C2N(Cc2cccc3ccccc23)C1=O
    x	x	x	x	-4	x	x	-2	0.0	-6
> O=C(Cc1c[nH]c2ccccc12)N1CCN(S(=O)(=O)c2ccc(F)cc2)CC1
    -2	8	1.4	2	7	107	-1.8	1	0.1	2
